Screening results (PubChem)
PGK inhibitor = qHTS Assay to Find Inhibitors of Phosphoglycerate Kinase | Potency, µM (doses to about 57.5 µM), for the others: at the highest dose activity change, negative = inhibition, usual class: inhibitors | actives 0.043% (n = 380,000) | PGK/GAPDH coupled, Kinase-Glo luminescence, 60 min | AID 602233, 2012; further: potency means the concentration at half of the fitted maximal effect; on the % scale 0 is the no-effect control and ±100 the full control effect; nearly all actives have a fitted effect of over 60% in size
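Recombinant glycosomal PGK reaction used 1,3-bisphosphoglycerate generated in-well by GAPDH (100nM final) in 100mM TEA pH 7.6, 5mM MgCl2, 0.01% Tween-20. After 60 minutes at room temperature, ATP was read by Kinase-Glo Plus luminescence end-point.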
Pol kappa inh = qHTS for Inhibitors of Polymerase Kappa; Potency, µM (titrated, usually from 107 µM), for the others: at the top dose activity, negative = inhibition, most hits filed as inhibitors; AID 588579, 2011; purified Pol kappa, fluorescent DNA synthesis assay, 10 min; actives 0.53% (n = 400,000); further: potency means the concentration at half of the fitted maximal effect; on the % scale 0 is the no-effect control and ±100 the full control effect
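Kinetic fluorescence screen: compound preincubated 15 min RT with 10 nM enzyme; 50 nM substrate (final) initiates; reads at 0/10 min.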
POLH inh = qHTS for Inhibitors of Polymerase Eta | AID 588591, 2011 | actives 1.2% (n = 390,000) | Potency, µM (top dose mostly 114 µM), without a hit: top-dose activity change, negative = inhibition, most hits filed as inhibitors | DNA polymerase eta (Homo sapiens), Q9Y253 | recombinant Pol eta, fluorescent DNA replication assay; further: potency means the concentration at half of the fitted maximal effect; on the % scale 0 is the no-effect control and ±100 the full control effect
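Pol eta at 10 nM preincubated with compounds 15 min at room temperature; reaction started with fluorescent substrate (50 nM final) and read kinetically at 0 and 10 min.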
Pol beta inh = qHTS Assay for Inhibitors of DNA Polymerase Beta; P06746; Pol beta primer extension/strand displacement, fluorescence kinetic; Potency, µM (titrated, usually from 114 µM), for inactives: at the top dose activity change, negative = inhibition, actives largely listed as inhibitors; actives 1.3% (n = 340,000); further: potency means the concentration at half of the fitted maximal effect; on the % scale 0 is the no-effect control and ±100 the full control effect
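Human Pol beta at 10 nM; strand-displacement substrate 50 nM final. Compound exposure 15 min at room temperature before start, reaction 10 min at room temperature.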
APEX1 inh = qHTS Assay for Inhibitors of the Human Apurinic/apyrimidinic Endonuclease 1 (APE1). DNA repair nuclease/redox regulator APEX1 (Homo sapiens), P27695. recombinant APE1, TAMRA/BHQ-2 abasic DNA cleavage fluorescence. Potency, µM (top dose mostly 65.8 µM), without a hit: top-dose activity change, negative = inhibition, usual class: inhibitors. actives 0.35% (n = 350,000). AID 2517, 2012;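 further: potency means the concentration at half of the fitted maximal effect; plate controls were vehicle for no effect and reference inhibitor for full effect; nearly all actives have a fitted effect of over 55% in size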
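Step 1: APE1 (0.75 nM) with compound, 15 min RT. Step 2: add 50 nM fluorophore/quencher THF duplex. Step 3: three fluorescence reads 60 s apart (525/598 nm); read 3 minus read 1 = reaction progress.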
Apoferritin bind = qHTS Assay for Identification of Novel General Anesthetics. actives 0.074% (n = 350,000). Potency, µM (top dose mostly 77.5 µM), for the others: top-dose activity change, negative = displacement, most hits filed as inhibitors. apoferritin/1-aminoanthracene competitive binding, fluorescence; further: potency means the concentration at half of the fitted maximal effect; on the % scale 0 is the no-effect control and ±100 the full control effect; nearly all actives have a fitted effect of over 20% in size
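Read-out: endpoint 1-AMA fluorescence, excitation 380 nm and emission 535 nm, after compounds sit 10 min at room temperature with 10 uM horse-spleen apoferritin in 50% saturated 1-AMA/PBS. Values come from four-parameter Hill fits.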
RXFP1 antag = qHTS Assay for Antagonists of the Relaxin Receptor RXFP1; Relaxin receptor 1 (Homo sapiens), Q9HBX9; HEK293-RXFP1, relaxin-stimulated cAMP HTRF, 30 min; stronger effect = lower value; activity change, negative = inhibition, % at 57.5 µM; actives 0.59% (n = 350,000);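 active means activity change of -60% or lower, but not beyond a set lower limit; inconclusive means change between -60% and -40%, or beyond the set limit; inactive means change above -40%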; further: on the % scale 0 is the no-effect control and ±100 the full control effect
Pol iota inh = qHTS for Inhibitors of Polymerase Iota | Pol iota fluorescent replication assay, 10 min | Potency, µM (series often up to 115 µM), for the others: at the highest dose activity, negative = inhibition, usual class: inhibitors | actives 1% (n = 390,000) | AID 588590, 2011; further: potency means the concentration at half of the fitted maximal effect
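Pol iota at 10 nM preincubated 15 min with compounds at room temperature; reaction started with fluorescent substrate, 50 nM final. Fluorescence read kinetically at 0 and 10 min; buffer-only wells as negative control.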
BLM helicase inh = qHTS Assay for Inhibitors of Bloom's syndrome helicase (BLM) | RecQ-like DNA helicase BLM (Homo sapiens), P54132 | recombinant BLM DNA unwinding, fluorescence dequenching | Potency, µM (top dose mostly 56.1 µM), for inactives: top-dose activity change, negative = inhibition, actives largely listed as inhibitors | actives 0.2% (n = 350,000);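 further: potency means the concentration at half of the fitted maximal effect; plate controls were vehicle for no effect and no enzyme for full effect; nearly all actives have a fitted effect of over 35% in size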
Numbers without * were called inactive; i = inactive; ? = inconclusive; . = no result given; [ ] = remark or other dose. Unless noted, the call rests on the fitted dose curve; in most records, active means well fitted curve in the direction sought with a large enough effect; inconclusive means small, poorly fitted or top-dose-only effect, or another doubt; inactive means no such curve, though single readings can be large; an effect the other way counts as inactive or inconclusive. An excerpt; the hit share may differ from the screen's.

SMILES	PGK inhibitor	Pol kappa inh	POLH inh	Pol beta inh	APEX1 inh	Apoferritin bind	RXFP1 antag	Pol iota inh	BLM helicase inh
CCOc1ccccc1NC(=O)N(Cc1ccc(C)o1)C1CCN(C(C)=O)CC1	-2%	-2%	-16%	7%	.	-9%	-17	12%	-2%
CCN(c1ccccc1)S(=O)(=O)c1ccc(N)c(OC)c1	9%	-1%	-27%	-3%	-1%	-15%	-5	53%[activator]	-7%
Cc1cccc(-n2c(=O)cc(N3CCN(c4ccc(F)cc4)CC3)[nH]c2=O)c1	1%	-4%	-10%	36%	1%	2%	.	-9%	-11%
COc1ccc(Cl)cc1NC(=O)CN(C)CC(=O)Nc1ccccc1C(F)(F)F	-4%	-7%	-28%	1%	-1%	-13%	-15	72%[activator]	-5%
COCCn1nnnc1CN1CCSCC1	0%	2%	-16%	-25%	-2%	-3%	-1	8%	3%
O=C(N/N=C/c1ccc(F)cc1)c1cc(-c2ccccn2)nc2ccccc12	5%	-2%	-15%	.	11%	.	-17	16%	.
CC(=O)OCc1nc2sc(C)c(C)c2c(=O)[nH]1	1%	8%	3%	2%	27%	0%	-2	12%	6%
COc1ccc2c(c1)CCc1c(C(=O)NCc3ccc(F)cc3)noc1-2	-8%	6%	2%	6%	11%	8%	.	6%	-9%
COCCNC(=O)c1cccc(Nc2nc3ccccc3n3nnnc23)c1	2%	-5%[60.1 µM]	-13%	2%	.	41%[activator]	-1	26%	6%
CCN(CC)CCN(C(=O)c1ccc([N+](=O)[O-])cc1)c1nc2ccc(OC)cc2s1	0%	7%	-7%	18%	-3%	-5%	3	-9%	5%

Structures from the list above that have an NH in an aromatic ring (two):
SMILES	PGK inhibitor	Pol kappa inh	POLH inh	Pol beta inh	APEX1 inh	Apoferritin bind	RXFP1 antag	Pol iota inh	BLM helicase inh
Cc1cccc(-n2c(=O)cc(N3CCN(c4ccc(F)cc4)CC3)[nH]c2=O)c1	1%	-4%	-10%	36%	1%	2%	.	-9%	-11%
CC(=O)OCc1nc2sc(C)c(C)c2c(=O)[nH]1	1%	8%	3%	2%	27%	0%	-2	12%	6%

Other results follow.
SMILES	PGK inhibitor	Pol kappa inh	POLH inh	Pol beta inh	APEX1 inh	Apoferritin bind	RXFP1 antag	Pol iota inh	BLM helicase inh
COc1ccc(C=O)cc1OC1C=CCCC1 (stereo not drawn)	.	4%	-14%	1%	29%	-6%	1	-5%	-4%
COc1ccccc1CNC(=O)CSc1nc2nc(C)c(Cc3ccccc3C)c(C)n2n1	0%	7%	-13%	11%	.	?	-18	16%	1%
CC(C)C[C@H](NC(=O)[C@@H]1Cc2ccccc2CN1C(=O)OC(C)(C)C)C(=O)NCC1CCC(C(=O)O)CC1 (stereo partly drawn)	-1%	4%	-12%	12%	8%	-5%	-7	34%[activator]	-4%
COc1ccc(NS(=O)(=O)c2cn(C)cn2)cc1OC	i	-7%	-8%	10%	8%	7%	-12	31%[activator]	0%
CCOc1ccccc1N(C(C)=O)S(=O)(=O)c1ccc(Cl)cc1	4%	-3%	-20%	-2%	11%	-16%	-9	176%[activator]	2%
Cc1cc(NC(=O)CN2C(=O)NC(c3ccccc3)(c3ccc(C)c(C)c3)C2=O)no1 (stereo not drawn)	-9%	-10%	-9%	.	-11%	.	2	-25%	.
COCCCn1c(SCC(=O)NC(C)C)nnc1-c1ccccc1	-5%	-6%	5%	-13%	4%	-5%	9	2%	-1%
C#CCn1c(=NC(=O)c2ccco2)sc2cccc(Cl)c21	i	-5%	-19%	21%	0%	-10%	-12	27%	-2%
CC(=O)N=C1SC2CS(=O)(=O)CC2N1c1cccc(Cl)c1Cl (stereo not drawn)	-1%	-13%	-13%	16%	1%	-7%	-10	-18%	-1%
Cc1ccc(-n2cnnn2)c2cccnc12	-2%	-5%	-6%	6%	-3%	-6%	-2	26%	1%
CCn1c(-c2cccc(S(=O)(=O)N3CCCC3)c2)n[nH]c1=S	-12%	4%	-18%	3%	8%	-13%	-6	35%[activator]	2%
CCCOc1ccc(C(=O)NCc2ccco2)cc1	-6%	-2%	-2%	1%	-2%	-11%	-20	-6%	-2%
c1ccc(-c2nnc3ccc(N4CCCC4)nn23)cc1	-11%	6%	-12%	-9%	-2%	-13%	.	15%	-8%
O=C(NCc1ccccc1)c1cccc(NC(=O)c2ccccc2)c1	-1%	-6%	-16%	.	.	.	.	-24%	.
CCOc1ccc(NS(=O)(=O)c2ccc(-c3coc(C)n3)cc2)cc1	i	-4%	-11%	-14%	9%	-12%	11	18%	-2%
Cc1ccccc1C(=O)Nc1ccc(S(=O)(=O)Nc2onc(C)c2C)cc1	5%	6%	-15%	10%	3%	60%[activator]	-8	39%[activator]	1%
CC(C)(C)c1ccc(C(=O)NNC(=O)c2cccc(-n3cnnn3)c2)cc1	-5%	10%	-13%	-7%	-2%	-15%	-1	12%	-3%
N#CC1=C(N)SC(C(=O)c2ccccc2)C1c1cccs1 (stereo not drawn)	-6%	-20%	-7%	-1%	-7%	0%	12	11%	-3%
CN1CCN(C(=O)c2ccccc2Nc2ccc(SC(F)F)cc2)CC1	4%	1%	-19%	23%	11%	-1%	2	25%	-1%
COC(=O)c1ccc(C(=O)OC)c(NC(=O)c2c(-c3ccccc3)noc2C)c1	10%	-27%	-7%	-4%	.	41%[activator]	.	-12%	-3%
Cc1ccccc1-n1c(SC(C)C(=O)N2CCN(C)CC2)nc2ccccc2c1=O (stereo not drawn)	i	13%	-7%	26%	0%	-7%	.	29%	0%
Cc1cccc(NC(=O)c2cc3ccccc3nc2C)c1	-1%	-41%	-11%	1%	3%	-11%	3	-28%	-2%
COCCOC(=O)C1=C(C)NC(=O)N(C(C)=O)C1c1ccc(Cl)cc1 (stereo not drawn)	.	-15%	11%	?	3%	-9%	11	10%	0%
Cn1c(SCC(=O)Nc2ccccc2[N+](=O)[O-])nnc1C(F)(F)F	3%	-9%	-17%	2%	2%	-10%	-7	125%[activator]	-3%
CN(c1ccccc1C(=O)N1CCN(c2cccc(Cl)c2)CC1)S(C)(=O)=O	i	2%	-16%	2%	-2%	-10%	-6	18%	-4%
CCCc1cc(N2CCN(c3ccccc3)CC2)n2cnnc2n1	1%	-14%	-14%	-1%	.	-8%	-14	13%	-2%
OCC[C@@H]1C[C@@H](O)[C@H](O)[C@@]2(CCCO2)O1	i	8%	-4%	.	.	.	.	9%	.
CC(C(=O)Nc1ccccc1C(F)(F)F)n1nc(-c2ccccc2)c2c(c1=O)CCCC2 (stereo not drawn)	-10%	-7%	-6%	-13%	.	?	.	5%	-7%
CN(C)c1nc(OCCNC(=O)Nc2ccccc2)nc(N2CCCCC2)n1	-8%	-4%	-20%	1%	5%	-9%	-32	194%[activator]	-10%
COc1ccccc1NC(=S)NC1CCCC1	i	5%	-19%	.	.	.	-4	0%	.
CCCC(=O)Nc1ccc(C(=O)O)cc1NC(=O)CCC	-6%	2%	16%	0%	?	-3%	6	2%	-2%
O=C(CSc1nc2ccccc2c(=O)n1CC1CCCCC1)N1CCOCC1	i	-21%	-7%	-2%	1%	-11%	-13	-2%	-2%
O=C(COc1ccccc1)Nc1nnc(SCc2cc(=O)c3ccccc3[nH]2)s1	3%	-1%[60.1 µM]	-1%	19%	.	-4%	1	-4%	46%[activator]
CCOC(=O)C1(CCc2ccccc2)CCN(C(=O)CCn2cncn2)CC1	i	4%	-1%	39%	25%	-7%	8	43%[activator]	-1%
CCN1CCN(c2ccc(NC(=O)c3ccc4c(c3)OCO4)cc2)CC1	-6%	-8%	-10%	-29%	9%	4%	-14	-2%	3%
CCN(Cc1ccccc1)S(=O)(=O)c1ccc(C(=O)N(CCCN(C)C)c2nc3cc(OC)ccc3s2)cc1	-1%	-1%	-18%	.	-4%	.	-13	20%	.
COc1cc(NC(=O)CSc2nccn2C)cc(OC)c1OC	-2%	1%	-7%	0%	.	-11%	.	-6%	-1%
COc1ccc(/C=C/C(=O)OCC(=O)NCc2ccccc2)cc1OC	-1%	-3%	4%	.	5%	.	-3	-1%	.
O=C(Nc1nccs1)C1CCN(S(=O)(=O)c2ccc(Cl)c(C(F)(F)F)c2)CC1	1%	4%	-10%	2%	-4%	?	-7	4%	-3%
CCNc1nc(NCC)n2c(SCC(=O)Nc3ccccc3OC(F)F)nnc2n1	-1%	-10%	-3%	.	14%	.	-3	14%	.
CSc1nc(N)nc2c1ncn2CC(=O)N[C@H](CO)Cc1c[nH]c2ccccc12	-1%	5%	-12%	.	16%	.	.	25%	.
Cc1noc(C)c1CSCC(=O)Nc1nc(-c2ccc(F)c(F)c2)cs1	4%	-16%	-2%	.	38%	.	-34	26%	.
FC(F)(F)c1cc(-c2ccccn2)nc2cc(-c3ccccc3)nn12	-1%	-3%	5%	12%	7%	33%[activator]	-11	131%[activator]	3%
c1ccc(-n2cnc3cc(NCc4ccco4)ccc32)cc1	-9%	-1%	-19%	-13%	-6%	-19%	2	196%[activator]	-4%
CN(C)c1ccc(C(=O)Nc2cccc(-c3nc4cccnc4s3)c2)cc1	-12%	6%	-1%	0%	.	-2%	11	12%	0%
O=[N+]([O-])c1ccccc1/C=N/n1c(C(F)(F)F)n[nH]c1=S	i	-1%	-19%	25%	19%	?	-24	64%[activator]	0%
